# Apaf1 inhib: inhibitors of human Apaf-1 apoptosome, primary screen, biochemical, DEVD-Rh110 fluorescence, uHTS; AID 489030, 2010; inhibition, % at 20 µM; Apoptotic protease-activating factor 1 (Homo sapiens), O14727; 0.71% of 330,000 active; reconstituted apoptosome caspase-3 activity; active = inhibition of at least 40% at 20 µM;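 note: plate controls were DMSO wells for no effect and DEVD-CHO caspase inhibitor wells for full effect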
# Target sequence (O14727 whole entry, looked up): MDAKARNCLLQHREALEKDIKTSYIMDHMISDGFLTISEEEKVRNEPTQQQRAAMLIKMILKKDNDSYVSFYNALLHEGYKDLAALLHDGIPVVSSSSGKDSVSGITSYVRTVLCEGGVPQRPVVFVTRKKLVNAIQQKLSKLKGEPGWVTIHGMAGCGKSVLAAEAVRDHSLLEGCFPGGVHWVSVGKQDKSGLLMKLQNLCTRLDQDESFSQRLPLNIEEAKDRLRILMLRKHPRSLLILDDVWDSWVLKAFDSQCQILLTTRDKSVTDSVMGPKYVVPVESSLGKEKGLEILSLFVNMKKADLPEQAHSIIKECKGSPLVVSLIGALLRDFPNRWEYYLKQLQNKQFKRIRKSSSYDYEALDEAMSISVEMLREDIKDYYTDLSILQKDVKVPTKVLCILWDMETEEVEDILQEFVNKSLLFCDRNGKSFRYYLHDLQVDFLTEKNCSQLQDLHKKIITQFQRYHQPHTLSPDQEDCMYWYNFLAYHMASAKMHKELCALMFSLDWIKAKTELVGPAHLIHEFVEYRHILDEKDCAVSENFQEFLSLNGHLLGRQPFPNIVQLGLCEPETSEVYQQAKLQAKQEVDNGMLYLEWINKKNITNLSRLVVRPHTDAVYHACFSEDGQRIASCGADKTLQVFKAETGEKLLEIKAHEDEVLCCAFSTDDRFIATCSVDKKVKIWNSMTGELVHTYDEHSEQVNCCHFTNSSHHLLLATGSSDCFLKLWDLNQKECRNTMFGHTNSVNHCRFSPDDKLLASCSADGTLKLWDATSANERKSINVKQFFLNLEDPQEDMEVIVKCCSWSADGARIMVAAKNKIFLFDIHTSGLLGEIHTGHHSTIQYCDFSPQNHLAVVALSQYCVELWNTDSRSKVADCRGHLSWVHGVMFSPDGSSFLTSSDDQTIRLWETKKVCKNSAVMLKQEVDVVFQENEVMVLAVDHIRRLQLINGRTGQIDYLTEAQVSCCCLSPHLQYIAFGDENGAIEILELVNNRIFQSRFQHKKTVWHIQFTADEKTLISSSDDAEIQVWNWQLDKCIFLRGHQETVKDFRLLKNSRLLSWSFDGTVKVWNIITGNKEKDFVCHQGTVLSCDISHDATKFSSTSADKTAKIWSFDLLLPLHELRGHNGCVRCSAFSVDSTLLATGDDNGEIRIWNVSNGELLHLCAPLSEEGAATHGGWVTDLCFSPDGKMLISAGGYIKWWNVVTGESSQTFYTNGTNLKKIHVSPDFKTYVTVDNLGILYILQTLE
#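 Material: reconstituted apoptosome with Apaf-1, cytochrome c, caspase-9, procaspase-3, dATP; medium: pH 7.5 Hepes buffer with CHAPS, BSA, DTT; also added: cytochrome c and DEVD-Rh110 substrate; timing: 30 min plus 50 min, RT; signal: Rh110 fluorescence intensity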
# Jurkat NFkB inh: inhibitors of induced NF-kB luciferase reporter, primary screen, TCR NF-kB activation inhibitor project, cell-based, luminescence, uHTS; Jurkat, PMA/ionomycin-induced NF-kB luciferase reporter; 0.53% of 330,000 active; inhibition, % at 4 µM; AID 435003, 2010
# SENP8 inh: SENP8 protease inhibitors, primary screen, biochemical, luminescence | inhibition, % at 10 µM | AID 2540, 2010 | purified SENP8, Z-RLRGG-aminoluciferin cleavage | 1.2% of 330,000 active
# Gli-Sufu antag: Gli-Sufu pathway antagonists, primary screen, luciferase luminescence, Sufu-KO-LIGHT cells, uHTS. inhibition, % at 5 µM. 0.74% of 340,000 active. Sufu-KO-LIGHT fibroblasts, Gli luciferase reporter luminescence;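 active = inhibition above about 55%, limit read from the data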;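 note: 0% = DMSO-treated cells and 100% = wells with medium but no cells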
# HKDC1 inh: HKDC1 hexokinase inhibitors, primary screen, biochemical, fluorescence, uHTS. recombinant HKDC1, G6PDH/diaphorase resazurin coupled fluorescence. AID 493160, 2011. 0.16% of 340,000 active. inhibition, % at 20 µM. Q2TB90;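 active = inhibition above about 35% when tested at 20 µM, limit read from the data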;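 note: plate controls were DMSO wells with enzyme for no effect and DMSO wells lacking enzyme for full effect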
#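 Incubation: 90 min at room temperature in dark / Material: recombinant HKDC1 (HK5) hexokinase enzyme, produced in-house / Quantity: enzyme 5 µg/mL final / Compound: one dose of 20 µM, 1% DMSO / Reagent: glucose and ATP substrates / Buffer or medium: Tris pH 8.0 buffer with MgCl2, Tween-20, BSA, BME / Technique: resorufin fluorescence at 613 nm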
# 697 NFkB inh: inhibitors of PMA/ionomycin-induced NF-kB reporter, 697 cells, primary screen, B-cell NF-kB inhibitor project, cell-based, luminescence, uHTS; inhibition, % at 4 µM; 697 B-cell NF-kB luciferase reporter, 16 h; 0.33% of 330,000 active; in the data active = inhibition above about 35%
# SENP7 block: SENP7 protease inhibitors, primary screen, biochemical, luminescence, uHTS; Sentrin-specific protease 7 (Homo sapiens), Q9BQF6; recombinant SENP7, Z-RLRGG-aminoluciferin luminescence, 40 min; inhibition, % at 5 µM; 1.5% of 330,000 active; AID 434973, 2010;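 active = inhibition above about 50% at the single test dose, limit read from the data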;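 note: plate controls were DMSO with enzyme for no effect and no enzyme buffer wells for full effect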
# UBC13 polyUb: UBC13 polyubiquitin chain formation inhibitors, primary screen, biochemical, TR-FRET, uHTS; 0.47% of 330,000 active; inhibition, % at 20 µM; Ubiquitin-conjugating enzyme E2 N (Homo sapiens), P61088; in the data active = inhibition above about 45%, passing the limit was not always enough
# * hit, by the source's call. Cut-off read from the data, not from the text of the source, unless noted: active = inhibition above about 50%; inactive = the rest. This is a subset (hit frequency here may not be typical).
SMILES,Apaf1 inhib,Jurkat NFkB inh,SENP8 inh,Gli-Sufu antag,HKDC1 inh,697 NFkB inh,SENP7 block,UBC13 polyUb
COc1ccc2c(c1)CC1(CN2C)C(=O)NC(=O)N(c2ccc(F)cc2)C1=O (configuration not stated),-1,-5,7,-14,9,20,-2,-1
CNCCc1c[nH]c2ccc(O)cc12,-7,11,2,41,12,20,-1,0
COc1ccc(CC2C(=O)NC(=O)NC2=O)c(OC)c1,5,7,0,8,8,13,-1,-5
CC[C@H]1CN2CCC1C[C@H]2[C@H](O)c1ccnc2ccc(OC)cc12 (some centres not stated),15,-1,-11,6,-8,-11,-7,-4
Cc1onc(-c2ccccc2)c1C(=O)N1CCC2(CC1)OCCO2,-21,-17,-2,-6,-9,8,10,-1
CCCCCc1nc2c(c(=O)c3ccccc3n2C)c(=O)n1C1CCCCCC1,35,9,-7,52,31,7,0,10
CC(=O)c1cn(CC(=O)NCCc2c[nH]c3ccccc23)c2ccccc12,4,0,-3,20,-6,-51,-13,-10
O=C(Nc1ccc(Cl)cc1)Nc1nccs1,10,45,25,-3,2,-30,52*,3
CN1CCN(c2cc([N+](=O)[O-])ccc2Cl)CC1,9,1,3,5,-6,-8,4,-6
COC(=O)C1=C(N)Oc2c(c(=O)oc3ccccc23)[C@]12C(=O)N(C)c1ccccc12,-5,4,3,15,2,11,3,-6
N=c1n(CCO)c2ccccc2n1Cc1ccccc1,-113,7,2,-4,2,-6,1,3
CC(=NCc1cccnc1)c1c(O)n(C2CCCCC2)c(=O)[nH]c1=O,4,17,6,7,-1,-1,4,5
COC(=O)C1=C(c2cccc(C#N)c2)C[C@@H]2CC[C@H]1N2C(=O)NC1CC1,-3,-2,8,-5,-7,14,-4,8
CCCC[n+]1cc(/N=C(\[O-])OC)on1,6,5,-9,-1,6,9,-6,-10
O=c1[nH]c(=S)n(C2CC2)c(O)c1C=NCCN1CCOCC1,-13,10,3,10,-3,1,-4,-5
O=C(O)C(Cc1cnc[nH]1)NS(=O)(=O)c1ccc(Br)cc1 (configuration not stated),9,-14,-4,-21,-5,1,-14,-4
CC(=O)C1=C(C)OC(N)=C(C(=O)OC(C)C)C12C(=O)Nc1ccccc12 (configuration not stated),-9,4,-11,2,11,1,-18,-6
COc1ccc(C(Nc2ccccc2)P(=O)(Oc2ccccc2)Oc2ccccc2)cc1 (configuration not stated),6,-4,-9,4,-4,-9,1,-3
CN1C(=O)CN=C(c2ccccc2Cl)c2cc(Br)ccc21,6,-5,10,6,0,-7,5,2
CCOC(=O)C1=C(C)OC(N)=C(C#N)C12C(=O)Nc1ccc(C)cc12 (configuration not stated),-14,3,-6,3,-3,-7,-2,3
COc1cccc(NP(=O)(Oc2ccc(Cl)cc2)Oc2ccc(Cl)cc2)c1,14,27,-7,0,-1,4,-4,2
COc1ccc(C(=O)OC2C[C@H]3CC[C@@H](C2)N3O)cc1OC (some centres not stated),-4,-8,10,-7,2,6,-5,8
C[C@]12CCC(=O)C=C1CC[C@@H]1[C@@H]2C(=O)C[C@]2(C)C(=O)CC[C@@H]12,-4,-6,5,-4,0,-24,1,-3
CCCc1[nH]nc2c1C1(C(=O)N(CC(N)=O)c3ccccc31)C(C(=O)OC)=C(N)O2 (configuration not stated),-10,5,4,5,-4,4,-1,-5
CC1CCC(NCCc2ccc3c(c2)OCO3)CC1 (configuration not stated),-15,-4,6,1,4,-1,10,2
COc1ccc(C2SCC(=O)Nc3c2c(=O)[nH]n3C2CCCCCC2)cc1OC (configuration not stated),7,2,-2,3,-6,-1,11,-4
O=C(CN1C(=O)CN=C(c2ccccc2Cl)c2cc(Cl)ccc21)NCc1ccco1,14,-1,-6,-14,-3,11,4,-4
O=C1NC(=O)C(=Cc2ccc(OCC(=O)N3CCOCC3)cc2)C(=O)N1,-9,6,-5,16,6,1,8,2
CCN(CC)P(=O)(NC(=O)c1cccn1C)N(CC)CC,-8,11,3,-1,-6,16,3,22
CN1C2CCC1C(COC(=O)c1ccccc1)C(O)C2 (configuration not stated),11,-35,-4,22,-10,5,7,2
COC(=O)[C@@H](c1ccccc1)C1CCCCN1 (some centres not stated),10,4,9,16,-1,4,4,4
COC(=O)C1=C(c2ccc(OC)c(OC)c2)C[C@@H]2CC[C@H]1N2C(=O)N1CCCC1,7,-11,4,-5,0,6,10,6
COC(=O)C1=C(c2ccc(OCc3ccccc3)cc2)C[C@@H]2CC[C@H]1N2C(=O)NCc1cccc(C(F)(F)F)c1,21,8,4,-10,0,-6,8,-2
Cc1ncc(CNC(=O)N(CCCl)N=O)c(N)n1,-3,5,-4,1,-2,15,1,2
CCCCCn1c(=O)c(C(=O)NCc2ccc(Cl)cc2)c(O)c2ccccc21,4,6,2,34,0,6,1,25
COc1ccccc1OCC#CCN1CCCC1,-6,-2,-3,2,-16,15,4,10
O=c1[nH]c(=S)n(-c2ccccc2F)c(O)c1C=NCCN1CCNCC1,8,-3,5,-6,-8,13,6,5
C[C@@H]1O[C@@H](O[C@@H]2C=C3CC[C@@H]4C(CC[C@]5(C)[C@@H](c6ccc(=O)oc6)CC[C@]45O)[C@@]3(C)CC2)[C@H](O)[C@H](O)[C@H]1O (some centres not stated),5,100*,12,-2,-5,90*,5,-1
CCOC(=O)CCCCCNC(=O)c1c(O)[nH]c(=O)[nH]c1=O,4,2,-12,5,-4,7,5,-7
C#CCNc1ccncc1S(=O)(=O)NC(=O)NC(C)C,0,-22,-4,57*,-3,-3,-7,1
Cc1nn(Cc2ccccc2Cl)c(C)c1C(=O)OCC(=O)NC1CCS(=O)(=O)C1 (configuration not stated),6,7,-15,-3,-9,4,-6,1
CN(C)CCN(C(=O)COc1ccc(Cl)cc1)c1nc2cc3c(cc2s1)OCO3,7,-27,-14,-24,0,-22,11,3
Cc1cc(OCC(=O)N2CCN(CC(=O)N3CCOCC3)CC2)c(C(C)C)cc1Cl,6,18,6,5,-3,0,2,7
O=C(C[N+]12CCC(CC1)C(CO)C2)c1ccc([N+](=O)[O-])cc1 (configuration not stated),-8,3,4,-6,6,0,8,4
CC(=O)N(C)CC#CCN1CCC(O)CC1,-4,-5,-6,-1,-1,-4,-5,1
CN1C[C@H](CNC(=O)OCc2ccccc2)C[C@@H]2c3cccc4c3c(cn4C)C[C@H]21,27,-10,11,3,7,9,12,-8
COc1nc(NCC2CCCO2)nc(N2CC3CC(C2)c2cccc(=O)n2C3)n1 (configuration not stated),-19,-8,3,-1,-4,3,-9,8
CCOc1ccc(C(C)=O)cc1Cc1c(O)[nH]c(=S)[nH]c1=O,5,-8,-6,-18,0,9,-8,-12
CNCCc1nc(N)n[nH]1,-74,6,8,1,4,13,3,-5
C=CCN1C(=O)/C(=C/c2ccc(Br)s2)C(=O)NC1=S,-1,-7,2,3,17,-3,3,-20
COCCNC(=O)N1[C@H]2CC[C@@H]1C(C(=O)OC)=C(c1ccc(-c3ccccc3)c(F)c1)C2,13,13,2,-12,-1,-18,4,8
CCCOP(=O)(OCCC)C(NC(=O)c1cc(OC)c(OC)c(OC)c1)c1ccccc1 (configuration not stated),-6,-8,-3,41,-6,16,11,-5
CN1CCN(Cc2nc3ccccc3n2C)CC1,5,-5,-10,4,-3,-2,-6,-8
OC1/C(=C/c2ccccc2F)N2CCC1CC2 (configuration not stated),-6,-5,0,3,-9,-4,3,9
CCCCC(C)C(OC(=O)CC(CC(=O)O)C(=O)O)C(CC(C)CC(O)CCCCC(O)CC(O)C(C)N)OC(=O)CC(CC(=O)O)C(=O)O (configuration not stated),-10,0,9,-5,4,9,-1,-6
CC(=O)[C@H]1CCC2C3CC[C@H]4C[C@@H](O)CC[C@]4(C)C3CC[C@@]21C (some centres not stated),-12,-11,7,7,0,4,8,7
COc1ccc(C(O)c2cc(OC)ccc2OP(=O)(N(C)C)N(C)C)cc1 (configuration not stated),6,-3,-12,2,-9,-3,-8,-7
Cc1cc(N2CCNCC2)nc2ccccc12,-5,10,2,25,-3,8,3,-8
CN(C)CCc1nn[nH]n1,-6,-2,1,0,-9,-1,0,-2
Cc1cc2ccccn2c1C(C[N+](=O)[O-])c1c(F)cccc1Cl (configuration not stated),15,71*,9,3,4,-33,3,-6
# New compounds follow.
SMILES,Apaf1 inhib,Jurkat NFkB inh,SENP8 inh,Gli-Sufu antag,HKDC1 inh,697 NFkB inh,SENP7 block,UBC13 polyUb
COc1ccc(CCNCc2ccccc2F)cc1OC,-5,7,1,25,-4,5,-1,5
O=C(O)CP(=O)(O)c1ccc(Cl)cc1,0,9,-1,-15,2,20,4,4
Cc1cc(=O)oc2cc(OCC(=O)N3C[C@H]4C[C@@H](C3)c3cccc(=O)n3C4)c(Cl)cc12,-3,-6,1,4,17,26,-1,0
O=C(/C=C/c1ccc(Cl)cc1)NC(=S)N1C[C@H]2C[C@H](C1)c1cccc(=O)n1C2,-2,10,2,0,-2,13,6,2
COC(=O)C1=C(c2cccc(OCc3ccccc3)c2)C[C@@H]2CC[C@H]1N2C(=O)NCc1ccc(F)cc1,10,1,9,7,-1,-5,1,5
COCCNC(=O)Cn1cc(/C=C2\C(=O)NC(=O)N(c3cccc(C)c3C)C2=O)c2ccccc21,4,-5,14,4,6,-10,2,1
C=C1C2C[C@H](O)C(C)(C)[C@@]2(O)[C@H](O)C[C@]23C[C@@](C)(O)[C@H](CC[C@H]12)[C@H]3OC(C)=O (some centres not stated),1,-1,-9,-3,-6,5,7,0
CCOc1ccc(N=Cc2c(O)n(C(C)(C)C)c(=O)[nH]c2=O)cc1,10,15,-6,-3,1,6,1,-3
CC(=NCc1ccc(F)cc1)c1c(O)n(C)c(=O)n(C)c1=O,-4,17,8,6,-6,20,4,3
CC(=O)NC(Cc1ccc(N(CCCl)CCCl)cc1)C(=O)NC(CC(C)C)C(=O)O (configuration not stated),-10,7,6,1,-4,0,1,-2
CC1CCC2C(C)C(=O)OC3OC4(C)CCC1C32OO4 (configuration not stated),0,6,-1,4,-6,-21,-1,2

# Part of the list above in order of count of non-hydrogen atoms, ascending:
SMILES,Apaf1 inhib,Jurkat NFkB inh,SENP8 inh,Gli-Sufu antag,HKDC1 inh,697 NFkB inh,SENP7 block,UBC13 polyUb
CN(C)CCc1nn[nH]n1,-6,-2,1,0,-9,-1,0,-2
O=C(O)CP(=O)(O)c1ccc(Cl)cc1,0,9,-1,-15,2,20,4,4
CC1CCC2C(C)C(=O)OC3OC4(C)CCC1C32OO4 (configuration not stated),0,6,-1,4,-6,-21,-1,2
COc1ccc(CCNCc2ccccc2F)cc1OC,-5,7,1,25,-4,5,-1,5
CC(=NCc1ccc(F)cc1)c1c(O)n(C)c(=O)n(C)c1=O,-4,17,8,6,-6,20,4,3
CCOc1ccc(N=Cc2c(O)n(C(C)(C)C)c(=O)[nH]c2=O)cc1,10,15,-6,-3,1,6,1,-3
C=C1C2C[C@H](O)C(C)(C)[C@@]2(O)[C@H](O)C[C@]23C[C@@](C)(O)[C@H](CC[C@H]12)[C@H]3OC(C)=O (some centres not stated),1,-1,-9,-3,-6,5,7,0
CC(=O)NC(Cc1ccc(N(CCCl)CCCl)cc1)C(=O)NC(CC(C)C)C(=O)O (configuration not stated),-10,7,6,1,-4,0,1,-2
Cc1cc(=O)oc2cc(OCC(=O)N3C[C@H]4C[C@@H](C3)c3cccc(=O)n3C4)c(Cl)cc12,-3,-6,1,4,17,26,-1,0
COCCNC(=O)Cn1cc(/C=C2\C(=O)NC(=O)N(c3cccc(C)c3C)C2=O)c2ccccc21,4,-5,14,4,6,-10,2,1
